# From PubChem BioAssay
# mIDH1 inhibitor = human IDH1 R132H inhibition | hit rate 0.093% among 390,000 | IDH1-R132H enzyme, NADPH consumption, diaphorase/resazurin fluorescence | Potency, µM (doses to about 76.6 µM), for inactives: top-dose activity change, negative = inhibition, hits mostly inhibitors; also: potency is read from the fitted curve at half-maximal effect; % is scaled to controls: 0 for no effect and ±100 for the full control effect; nearly all actives have a fitted effect of over 65% in size
#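 IDH1-R132H (0.5 ug/mL dispensed) in pH 7.5 Tris buffer was preincubated 30 min with compound, then given a substrate mix of 0.016 mM NADPH and 2 mM alpha-KG for 80 min at room temperature; remaining NADPH was read by diaphorase/resazurin fluorescence.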
# GLS inhibitor = blocks human kidney-isoform glutaminase activity; O94925; GLS enzymatic activity, qHTS titration; Potency, µM (top dose mostly 45.5 µM), without a hit: at the top dose activity change, negative = inhibition, most hits filed as inhibitors; hit rate 0.21% among 410,000; also: potency is read from the fitted curve at half-maximal effect; % is scaled to controls: 0 for no effect and ±100 for the full control effect
# Target sequence (O94925 whole entry, looked up, canonical isoform): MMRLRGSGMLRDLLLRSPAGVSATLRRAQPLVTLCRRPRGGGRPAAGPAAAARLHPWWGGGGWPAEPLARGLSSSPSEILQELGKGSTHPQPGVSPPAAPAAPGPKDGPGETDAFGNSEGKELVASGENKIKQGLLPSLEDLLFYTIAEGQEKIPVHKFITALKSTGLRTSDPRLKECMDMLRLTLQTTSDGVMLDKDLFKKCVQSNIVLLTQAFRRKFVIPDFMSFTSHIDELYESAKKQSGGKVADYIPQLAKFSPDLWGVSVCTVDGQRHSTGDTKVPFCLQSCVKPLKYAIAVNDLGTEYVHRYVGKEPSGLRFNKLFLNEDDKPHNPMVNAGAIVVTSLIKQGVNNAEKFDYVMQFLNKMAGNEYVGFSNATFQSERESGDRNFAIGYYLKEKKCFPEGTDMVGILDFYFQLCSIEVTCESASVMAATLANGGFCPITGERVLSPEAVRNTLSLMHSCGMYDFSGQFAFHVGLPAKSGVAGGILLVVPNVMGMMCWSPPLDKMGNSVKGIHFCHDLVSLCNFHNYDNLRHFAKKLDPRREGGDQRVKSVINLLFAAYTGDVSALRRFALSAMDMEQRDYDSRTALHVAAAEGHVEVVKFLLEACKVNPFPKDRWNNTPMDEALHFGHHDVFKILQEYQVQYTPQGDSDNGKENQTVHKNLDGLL
#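 Compounds were pin-transferred onto hKGA, after which L-glutamine (1 mM solution) and a detection mix of glutamate oxidase, HRP and Amplex Red were added. Initial and 30 min RT fluorescence reads were collected.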
# HP1b chromo inh = blocks HP1-beta chromodomain binding to methylated histone tails | AlphaScreen HP1-beta / biotin-H3K9me3 peptide binding | Potency, µM (series often up to 114 µM), without a hit: top-dose activity change, negative = inhibition, hits mostly inhibitors | hit rate 0.56% among 390,000; also: potency is read from the fitted curve at half-maximal effect; nearly all actives have a fitted effect of over 70% in size; inactives centre near 23
#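 AlphaScreen: HP1-beta (50 nM) preformed 30 min with biotin-H3(1-18)K9me3 peptide (50 nM) in PBS pH 7.4, 0.01% Tween-20. Compound added for 30 min at RT, then streptavidin donor/nickel chelate acceptor beads (10 ug/mL) for 30 min.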
# PI4K2A block = blocks human PI4K2A kinase activity. purified PI4K2A, ADP-Glo luminescence, 1 h; active compounds read low. Q9BTU6. activity change, negative = inhibition, % at 76.9 µM. AID 1346378. hit rate 0.13% among 420,000; in the data active = activity change below about -50%; inconclusive = mostly about -30% to -49%;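 also: -100% = wells without enzyme as full effect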
#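 Compounds are screened against recombinant PI4K2A using PI as substrate and ATP, the latter dispensed at 300 microM. Reactions run one hour at ambient temperature before ADP-Glo detection; full inhibition defined by wells lacking enzyme.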
# TrxR1 substrate = is turned over as a substrate by rat TrxR1; hit rate 0.01% among 390,000; Potency, µM (titrated, usually from 114 µM), without a hit: at the top dose activity change, negative = substrate turnover; purified TrxR1 substrate turnover, NADPH consumption readout; O89049; also: potency is read from the fitted curve at half-maximal effect; % is scaled to controls: 0 for no effect and ±100 for the full control effect; nearly all actives have a fitted effect of over 50% in size
#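 Rat TrxR1, dispensed at 90 nM, was prereduced with 400 uM NADPH (final) for 5 min at ~22 deg C, then incubated with compound 15 min before 400 uM selenite. A first-read NADPH fluorescence drop versus no-compound background flagged substrates.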
# Pin1 inhibitor = inhibitors of human Pin1; Pin1 FP peptide displacement, HiFluor488, 10 min; hit rate 0.009% among 390,000; AID 504891; Q13526; Potency, µM (doses to about 115 µM), without a hit: at the top dose activity, negative = inhibition, most hits filed as inhibitors; active = well fitted inhibition curve with a large enough effect in the polarisation, with a control signal flat, not every such curve was filed as active; inconclusive = small, poorly fitted or top-dose-only effect, or effect the other way, or a change in a side signal; inactive = no such curve, though single readings can be large or run the other way; the % refers to the polarisation; also: potency is read from the fitted curve at half-maximal effect; % is scaled to controls: 0 for no effect and ±100 for the full control effect
# Tb PGK inh = blocks T. brucei phosphoglycerate kinase. P07378. PGK/GAPDH coupled, Kinase-Glo luminescence, 60 min. Potency, µM (series often up to 57.5 µM), without a hit: top-dose activity change, negative = inhibition, usual class: inhibitors. hit rate 0.043% among 380,000; also: potency is read from the fitted curve at half-maximal effect; % is scaled to controls: 0 for no effect and ±100 for the full control effect; nearly all actives have a fitted effect of over 60% in size
# Target sequence (P07378 whole entry, looked up): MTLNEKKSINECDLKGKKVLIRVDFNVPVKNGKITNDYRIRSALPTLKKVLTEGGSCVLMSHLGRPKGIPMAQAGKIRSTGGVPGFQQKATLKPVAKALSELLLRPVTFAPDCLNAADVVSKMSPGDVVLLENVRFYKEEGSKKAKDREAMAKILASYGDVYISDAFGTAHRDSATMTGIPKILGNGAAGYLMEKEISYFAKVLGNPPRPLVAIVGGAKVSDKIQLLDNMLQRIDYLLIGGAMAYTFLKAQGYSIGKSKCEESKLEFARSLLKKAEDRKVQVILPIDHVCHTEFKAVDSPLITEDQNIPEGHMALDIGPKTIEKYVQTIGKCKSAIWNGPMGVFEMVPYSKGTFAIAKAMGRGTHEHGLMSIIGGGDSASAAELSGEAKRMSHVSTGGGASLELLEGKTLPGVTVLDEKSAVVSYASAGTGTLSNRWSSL
#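 Luminescent ATP detection (Kinase-Glo Plus) follows a 60-minute room-temperature incubation, with wells lacking PGK as controls. Buffer: 100 mM TEA (pH 7.6), 5 mM MgCl2, 0.01% Tween-20. Coupling enzyme GAPDH (100 nM final) supplies unstable 1,3-BPG in-well.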
# TrxR1 inh = blocks rat thioredoxin reductase 1; O89049; AID 588453; recombinant rTrxR1, NADPH fluorescence consumption, selenite substrate; Potency, µM (series often up to 114 µM), inactives show top-dose activity change, negative = inhibition, hits mostly inhibitors; hit rate 1% among 390,000; also: potency is read from the fitted curve at half-maximal effect; % is scaled to controls: 0 for no effect and ±100 for the full control effect; nearly all actives have a fitted effect of over 65% in size
#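 Rat TrxR1 (90 nM in the dispensed reagent) was pre-reduced with 400 uM NADPH for 5 min at room temperature, then incubated with compound for 15 min. After 400 uM selenite was added, NADPH fluorescence (Ex 340/Em 450 nm) was followed for 8 min.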
# USP1-UAF1 inh = USP1/UAF1 (human) deubiquitinase inhibition; hit rate 0.23% among 390,000; AID 743255; Potency, µM (top dose mostly 57.1 µM), without a hit: at the top dose activity change, negative = inhibition, usual class: inhibitors; recombinant USP1/UAF1, Ub-Rhodamine cleavage fluorescence; also: potency is read from the fitted curve at half-maximal effect; % is scaled to controls: 0 for no effect and ±100 for the full control effect; nearly all actives have a fitted effect of over 60% in size; inactives centre near -12
#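 In this screen, compounds sit with the deubiquitinase complex (1nM) for 15 min at room temperature before Ub-Rho is added at 150nM final. Fluorescence rise is then followed for 6 reads every 60 seconds.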
# * hit, by the source's call; i = inactive; ? = inconclusive; / = not tested or not shown; & = joins results of further samples; [ ] = remark or other dose. Unless noted, calls follow the shape of the dose curve; as a rule, active = well fitted curve in the direction sought with a large enough effect; inconclusive = small, poorly fitted or top-dose-only effect, or another doubt; inactive = no such curve, though single readings can be large; an effect the other way counts as inactive or inconclusive.
SMILES,mIDH1 inhibitor,GLS inhibitor,HP1b chromo inh,PI4K2A block,TrxR1 substrate,Pin1 inhibitor,Tb PGK inh,TrxR1 inh,USP1-UAF1 inh
Cc1ccsc1/C=N/n1c(-c2ccccn2)n[nH]c1=S,5%,?,32%,-11,5%[57.1 µM],-6%,-6%,-40%,-12%
CNC(=O)/C(C#N)=C/c1c(N2CCN(c3ccccc3)CC2)nc2c(C)cccn2c1=O,1%,2%,-16%,5,167%[activator][57.1 µM],1%,-2%,60%[activator][57.1 µM],-9%
Cc1oc(CC(C)C)cc1C(=O)Nc1cccc2ccccc12,4%,4%,2%,-9,16%[57.1 µM],?,-10%,4%[57.1 µM],-15%
Cn1c(=O)c2cc(S(=O)(=O)N3CCC(c4ccccc4)CC3)ccc2n(C)c1=O,6%,-4%,9%,-3,13%,11%,-5%,48%[activator],?
CC(C)=C1C2CCC1C1C(=O)N(c3nccs3)C(=O)C21 (configuration not stated),2%,1%,17%,-3,-6%,-7%,-12%,-11%,2%
COc1ccc(OCC(=O)Nc2cccc(C(C)=O)c2)cc1,1%,2%,45%[activator],-4,6%[57.1 µM],1%,-9%,40%[activator][57.1 µM],-10%
Cc1cc(NC(=O)c2ccc(C#N)cc2)n(-c2ccccn2)n1,3%,3%,26%,1,10%[57.1 µM],-1%,i,16%,0%
O=C(NCc1ccco1)/C(=C/C=C\c1ccccc1)NC(=O)c1ccc(Br)o1,5%,6%,-22%,-1,-16%,14%,-2%,-17%,-11%
O=[N+]([O-])c1cccc(S(=O)(=O)N/N=C\c2ccc3c(c2)OCO3)c1,-3%,19%,28%,-5,-2%,-7%,-10%,7%,-29%
O=S(=O)(c1ccccc1)N(CC1CO1)c1cccc2ccccc12 (configuration not stated),1%,3%,29%,2,5%[57.1 µM],3%,i,-14%[57.1 µM],-15%
COc1ccc(N2CC(NC(=O)CCc3ccccc3)CC2=O)cc1OC (configuration not stated),-4%,2%,37%,10,2%[57.1 µM],-8%,-2%,7%[57.1 µM],-23%
CC(C)N(Cc1nc(-c2ccccc2)no1)C(=O)c1ccc2c(c1)OCO2,8%,0%,12%,9,12%,1%,-1%,15%,-15%
O=C(c1ccc(N2CCOCC2)nc1)N1CCCCC1,0%,1%,30%,0,3%,-2%,-1%[11.5 µM],-7%,-6%
O=C(NNc1ccccc1[N+](=O)[O-])Nc1ccc(F)cc1F,-2%,0%,6%,-6,-1%,0%,i,-3%[57.1 µM],-2%
CC(C)C(NC(=O)C(c1ccccc1)c1ccccc1)c1nc2ccccc2[nH]1 (configuration not stated),3%,15%,38%,-1,8%,24%,6%,9%,-7%
Cc1coc2c1c(C)cc1oc(=O)cc(C)c12,-4%,12%,23%,-10,-1%,1%,4%,10%,6%
CCc1c(C)nc(SCC(=O)NNC(=O)Cc2ccc(OC)cc2)[nH]c1=O,0%,2%,68%[activator],-4,9%,5%,-9%,6%,-7%
COc1ccc(NC(=O)c2c(NC(=O)COc3ccccc3)sc3c2CCCCC3)cc1,?,-20%,42%[activator],3,1%,29%,i,26%,-6%
O=C(Nc1ccc2c(c1)CCCN2C(=O)c1cccs1)c1ccccc1C(F)(F)F,3%,4%,21%,0,0%[57.1 µM],6%,2%,2%[57.1 µM],-17%
COc1cccc(NC(=O)CSC(N)=O)c1,-3%,22%,40%[activator],-18,-13%,4%,-12%,21%,-5%
CSc1cccc(NC(=O)C(C)Sc2ccc(C)cc2)c1 (configuration not stated),1%,10%,74%[activator],4,3%[57.1 µM],5%,10%,9%,-21%
O=C(O)C(Cc1ccccc1)NS(=O)(=O)c1ccc(Cl)cc1 (configuration not stated),4%,1%,40%[activator],-4,-1%,1%,i,-1%,-14%
CC(O)CNCCCOc1cccc(Oc2ccccc2)c1 (configuration not stated),-7%,1%,15%,6,2%,-12%,-3%,19%,-16%
NNc1nc(Nc2ccccc2)nc(N2CCCCC2)n1,1%,29%,19%,0,-10%,5%,i,6%,1%
O=C(CNC(=O)c1cccc(Br)c1)N/N=C/c1ccc2c(c1)OCO2,-11%,0%,-6%,-1,-1%,11%,-1%,8%,-15%
COc1cccc(C2c3[nH]c4ccccc4c3C[C@H]3C(=O)N(C4CC4)CC(=O)N23)c1 (some centres not stated),-1%,-3%,23%,-1,0%,0%,-3%,20%,-23%
NS(=O)(=O)c1ccc(N=Cc2c(O)c3ccccc3oc2=O)cc1,-1%,-2%,34%,1,12%[57.1 µM],14%,5%,17%[57.1 µM],-13%
Cc1csc2nc(CN3CCN(CC(=O)N(C)C)CC3)cc(=O)n12,2%,-6%,41%,-5,7%,-7%,-9%,-8%,-6%
CN(C1CCCCC1)S(=O)(=O)c1ccc(NC(=O)Cn2nc(-c3ccc(F)cc3)ccc2=O)cc1,0%,0%,38%,1,-9%,30%,-7%,-4%,-20%
COc1ccc(OC)c(N2CC(O)(c3ccccc3)[N+]3=C2SCCC3)c1 (configuration not stated),13%,18%,11%,2,8%[57.1 µM],0%,10%,24%[57.1 µM],-14%

# Three compounds picked at random from the list so far, as already listed:
SMILES,mIDH1 inhibitor,GLS inhibitor,HP1b chromo inh,PI4K2A block,TrxR1 substrate,Pin1 inhibitor,Tb PGK inh,TrxR1 inh,USP1-UAF1 inh
NNc1nc(Nc2ccccc2)nc(N2CCCCC2)n1,1%,29%,19%,0,-10%,5%,i,6%,1%
Cc1csc2nc(CN3CCN(CC(=O)N(C)C)CC3)cc(=O)n12,2%,-6%,41%,-5,7%,-7%,-9%,-8%,-6%
CSc1cccc(NC(=O)C(C)Sc2ccc(C)cc2)c1 (configuration not stated),1%,10%,74%[activator],4,3%[57.1 µM],5%,10%,9%,-21%

# Additional entries:
SMILES,mIDH1 inhibitor,GLS inhibitor,HP1b chromo inh,PI4K2A block,TrxR1 substrate,Pin1 inhibitor,Tb PGK inh,TrxR1 inh,USP1-UAF1 inh
CN(CCC#N)C(=O)COC(=O)c1ccc(Cl)cc1O,-8%,14%,14%,1,8%[57.1 µM],4%,3%,2%[57.1 µM],-3%
COC(=O)[C@H]1C[C@@]2(O)CN(S(=O)(=O)c3ccc(C)cc3)C[C@@]2(OC(=O)NCc2ccccc2)C[C@H]1C(=O)OC,4%,-4%,/,-2,/,/,2%,/,-9%
Cc1cccc(N=C2CSC(=O)N2)c1,14%,-5%,12%,2,-8%,1%,i,4%[57.1 µM],-6%
Clc1ccc(CSc2nnc([C@@H]3CCCN3)o2)cc1Cl,8%,-13%,61%,-2,-3%,1%,-9%,3%[57.1 µM],-15%
CC(C)(C)n1nnnc1C(c1cccnc1)N1CCN(c2ccccc2)CC1 (configuration not stated),2%,9%,29%,-13,-5%,3%,-4%,-8%,-7%
Cc1cc(N2CCOCC2)nc2ccc(NC(=S)N3CCCCC3C)cc12 (configuration not stated),0%,0%,-2%,-9,10%,7%,3%,-5%,-8%
O=C(COC(=O)c1ccco1)c1ccccc1,-10%,1%,33%,-8,0%,2%,-3%,9%,-25%
CC(=O)Nc1ccc(S(=O)(=O)N(C)CC(=O)N2CCN(C(=O)c3ccco3)CC2)cc1,-2%,1%,0%,-1,1%,-14%,i,8%,-12%
Cn1c(=O)c2c(ncn2CC(=O)OCC(=O)Nc2sccc2C(N)=O)n(C)c1=O,1%,1%,27%,17,-2%,15%,3%,5%,-9%
CCOC(=O)c1sc(-c2ccc(Cl)cc2)nc1O,0%,-4%,47%[activator],2,10%[57.1 µM],-4%,-8%,0%[57.1 µM],-9%
O=C(CSc1ccc(F)cc1)Nc1ccccc1Br,2%,4%,22%,1,5%[57.1 µM],0%,i,13%[57.1 µM],-9%
Cc1ccc(C)c(S(=O)(=O)c2nnn3c2nc(NCc2ccc4c(c2)OCO4)c2sccc23)c1,-8%,-4%,19%,1,9%,74%[activator],0%,27%,-13%
CCOC(=O)c1c(NC(=O)CSc2nc3ccccc3o2)sc(C)c1C,1%,7%,48%[activator],6,6%,26%,0%,15%,?
O=C(O)c1ccc(N2CC3CC(C2)c2cccc(=O)n2C3)c(NC(=S)Nc2ccc(Cl)cc2Cl)c1 (configuration not stated),3%,-4%,?,2,-9%,3%,i,?,-18%
Cc1onc(-c2ccccc2Cl)c1C(=O)NNC(=O)c1nn(C)cc1Cl,3%,-1%,48%[activator],0,-18%[57.1 µM],-6%,-18%,22%[57.1 µM],-9%
C[C@]12CCC(=O)C[C@@H]1CC[C@@H]1[C@@H]2CC[C@]2(C)[C@@H](C(=O)COC(=O)CCC(=O)O)CC[C@@H]12,-2%&-8%,1%&-1%,40%&29%[activator],4&-4,-6%&-5%,-1%&0%,6%&-6%,-3%&11%,-10%&-9%
COc1cccc2cc(C(=O)C3=C(O)C(=O)N(CCN(C)C)C3c3ccc(F)cc3)oc12 (configuration not stated),-4%,4%,24%,2,-2%,-5%,-8%,-17%,-14%
CCc1n[nH]c(=S)n1/N=C/c1ccccn1,-2%,-20%,?,-4,9%[2.29 µM],-11%,-9%,4%[57.1 µM],-5%
Cc1cc(Cl)c(S(=O)(=O)N2CCN(c3ccc(F)cc3)CC2)cc1OCC(=O)NC1CCCCC1,0%,13%,6%,2,-3%,0%,3%,11%,-23%
Cn1cc(S(=O)(=O)CC(=O)Nc2ccc3c(c2)OCO3)c2ccccc21,12%,-5%,18%,5,7%[57.1 µM],-1%,-1%,-15%[57.1 µM],-12%
O=C(CCc1cccc(Cl)c1)NC1CCCN(Cc2ccccc2F)C1 (configuration not stated),3%,0%,50%[activator],3,6%,5%,-2%,27%,-12%

# This is a subset; rates above refer to the full screens.
